# Bioassay records: PubChem, Sanford-Burnham Center for Chemical Genomics
# TAG inh: inhibitors of triacylglycerol accumulation, primary screen, cell-based, uHTS, fluorescence, H9c2; H9c2 cells, Nile Red lipid (TAG) fluorescence; cells loaded with 200 µM oleic acid; inhibition, % at 12.5 µM; 230,000 tested, 0.66% active; AID 651582, 2012;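 active means pattern-corrected inhibition of lipid staining of at least 50% with the nuclear-stain viability signal not falling by more than 50%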;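 further: 0% = DMSO wells and 100% = triacsin C control wells; some results filed as inactive read as strong as hits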
# TAG inh DAPI viability: recorded beside TAG inh, whose call it bears; DAPI nuclei signal change (viability), lower = more cytotoxic, %;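 whole-well DAPI fluorescence read on a plate reader as a viability signal; minus 50 percent equals half of cells still viable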
# Starred values were filed as active, the others as inactive. An excerpt; rates above refer to the full screens.
SMILES,TAG inh,TAG inh DAPI viability
O=C(c1cccc(NS(=O)(=O)c2ccc(Br)cc2)c1)N1CCN(c2ccccc2O)CC1,10,-1
COc1ccc(C(O)c2nc(-c3ccoc3)cs2)cc1 (configuration not stated),-1,-8
O=[N+]([O-])c1cc([N+](=O)[O-])c(Oc2c(F)ccc(F)c2F)cc1NN1CCCCC1,-3,-2
COCCCn1c(SCC(=O)c2c(N)n(C3CC3)c(=O)[nH]c2=O)nnc1-c1ccccc1Cl,-7,0
Cc1ccn(C(=O)c2ccc(NC(=O)C3CC3)cc2)n1,3,-2
Cc1ccc(SCC(=O)NNC(=O)CNC(=O)c2ccccc2F)cc1,-3,5
CCCC(=O)Nc1ccc(C(=O)N/N=C/c2ccc[nH]2)cc1,89,-64
CC(C)C[C@H](NC(=O)c1nc[nH]c1C(=O)NCCCCCNC(=O)OC(C)(C)C)C(=O)OC(C)(C)C,-6,-5
Cc1nn(C)c(C)c1S(=O)(=O)N(CC(=O)N1CCc2ccccc21)c1ccc(C(C)C)cc1,9,-11
Cc1cc(-c2ccccc2)nc(Oc2ccc(C(C)(C)C)cc2)c1S(C)(=O)=O,22,5
COc1ccc(C(C)=O)cc1COC(=O)c1ccc2ccccc2n1,9,2
O=C(O)CCc1ncc(C(F)(F)F)cc1Cl,-12,2
O=C(NNC(=O)c1ccccc1O)c1ccc(Br)cc1,0,-2
O=C1N[C@H](Cc2ccccc2)COC(=O)[C@H](Cc2ccc(F)cc2)CC/C=C/C[C@@H]1CC(=O)N(CCO)Cc1ccccc1,13,-1
Cc1cc(N2C(=O)C3C4CCC(C4)C3C2=O)no1 (configuration not stated),8,-9
N#Cc1c(Sc2ncc(C(F)(F)F)cc2Cl)nsc1C/C=N\OCc1c(F)cccc1Cl,3,6
Cc1cccc(C)c1NC(=O)CSc1nnc(-c2ccccc2)n1Cc1ccc2c(c1)OCO2,23,2
CCOC(=O)CCC(NC(=O)c1ccc(NCN2C(=O)c3ccccc3C2=O)cc1)C(=O)OCC (configuration not stated),-10,2
O=C(Sc1ccc(Cl)cc1)c1ccccn1,11,-11
C=CCN1C(=O)NC2(CCCCC2)C1=O,-5,0
Cc1ccccc1Nc1c(-c2ccc(N3CCOCC3)cc2)nc2cnccn12,-5,10
NS(=O)(=O)c1ccc(NC(=O)CSC2CCCCC2)cc1,1,7
CCOC(=O)CC1CCCCN1Cc1cn[nH]c1-c1ccc(F)cc1F (configuration not stated),6,-9
COc1ccc(CC(N)c2csc(Nc3cc(NCCCO)ncn3)n2)cc1 (configuration not stated),-12,13
Cc1ccsc1/C=N/NC(=O)CNC(=O)c1ccc(S(=O)(=O)N2CCOCC2)cc1,1,-7
Cc1cc(C)c(-c2c(N)cc(Br)cc2Br)c(N)c1,-5,4
Nc1ncnc2c1cnn2C1CC(O)C(CO)O1 (configuration not stated),6,3
CCOC(=O)C1CCCN(C(=O)c2ccccc2NS(=O)(=O)c2ccc(F)cc2)C1 (configuration not stated),9,-5
CC1CC1C(=O)OCC(=O)Nc1ccc(Cl)cn1 (configuration not stated),-8,0
O=C(COC(=O)c1cc2ccccc2cc1O)NC1CCCCC1,-2,0
CCN(C(=O)c1cccc(Br)c1)C1CCS(=O)(=O)C1 (configuration not stated),-6,0
C#CCNC(=O)C1=C[C@H](c2ccc3c(c2)OCO3)C[C@H](OCc2ccc(CO)cc2)O1,-86,1
CC(C)c1ccccc1NC(=S)NCC1(N(C)C)CCCCC1,4,1
Fc1ccc(N=c2ssnc2Cl)c(F)c1,6,2
Cc1ccc(/C=N/NC(=O)CSc2nc3ccccc3o2)cc1,-11,-3
O=S(=O)(Nc1nc(SCc2ccc(Cl)cc2)n[nH]1)c1ccccc1,-1,-3
CCN1CCN(C(c2cccs2)C(C)NC(=O)c2ccccc2OC)CC1 (configuration not stated),10,-4
O=C1OC(c2cc(Br)c(O)c(Br)c2)c2ccccc21 (configuration not stated),-9,3
COc1ccccc1C(=O)NC(=O)COC(=O)Cc1n[nH]c(=O)c2ccccc12,-5,-3
CN1CCN(CC(=O)NN(Cc2ccccc2)c2ccccc2)CC1,12,-4
CC(C)C1C(=O)NC(=S)N1S(=O)(=O)c1ccc(C(C)(C)C)cc1 (configuration not stated),-3,0
CN(C)CCSc1nc(-c2ccccc2)nc2c1CCCC2,15,10
O=C(CNCc1ccco1)Nc1cc(S(=O)(=O)N2CCOCC2)ccc1N1CCOCC1,-3,1
COc1ccc(C(=O)Nc2nc3ccccc3s2)cc1OC,-18,4
COCCCNC(=S)Nc1cccc(S(=O)(=O)NC2=NCCC2)c1,-1,0
CCC(O)c1cc2c(cc1NC(=O)c1cccs1)OCCO2 (configuration not stated),1,-2
COc1ccc(CCn2ccc(O)c(Cc3ccc(Cl)cc3)c2=O)cc1OC,24,2
CC(C)OC(=O)CSc1nc(-c2ccc(F)cc2)nc2ccc(F)cc12,-10,13
NC(=S)N/N=C/c1ccc(-c2cccc([N+](=O)[O-])c2)o1,6,-8
Cc1ccc(C)c(NC(=O)CN(C)C(=O)CSC(C)C(=O)Nc2cc(C)on2)c1 (configuration not stated),2,-4

# Additional compounds follow.
SMILES,TAG inh,TAG inh DAPI viability
COCCn1c(SCC(=O)Nc2ccc3c(c2)OCCO3)nc2c(c1=O)SC(C)C2 (configuration not stated),5,29
CC(O)CCC(=O)NNC1CC(=O)N(c2ccccc2)C1=O (configuration not stated),-8,2
CCCNC(=O)c1onc(CS(=O)(=O)c2cccc(OC)c2)c1C(=O)NCCC,-3,-9
CN1/C(=C\C(=O)CSc2cccc[n+]2[O-])C(C)(C)c2ccccc21,-22,5
CCOC(=O)c1ccc(NC(=O)Nc2ncccc2C)cc1,17,-6
COc1ccc2nc(C(C)O)[nH]c2c1 (configuration not stated),-18,3
CCn1c2ccccc2c2cc(CNCCCN3CCOCC3)ccc21,15,20
COc1cc(C(=O)Nc2cc(C)c(OCC(=O)N3CCOCC3)c(C)c2)cc(OC)c1OC,17,15
CC(/C=N\NC(=O)Cn1c(C)nc2ccccc21)=C\c1ccccc1,-27,8
CCCNC(=O)c1ccc2c(=O)c(O)c(-c3ccc(C)cc3)[nH]c2c1,-2,6
C=CCCN(C(CC(C)C)C(=O)OC)S(=O)(=O)c1cc(Br)ccc1Br (configuration not stated),-24,0
Cc1ccc(S(=O)(=O)N(C)C[C@H]2Oc3cc(Br)ccc3S(=O)(=O)N([C@H](C)CO)C[C@@H]2C)cc1,-12,1
CCOc1ccccc1C(=O)NCC(=O)N1CCN(Cc2ccc3c(c2)OCO3)CC1,12,12
Nc1ccc(OCC(O)C[n+]2ccc(CCS(=O)(=O)[O-])cc2)cc1 (configuration not stated),5,2
Cc1cc(C(=O)CSc2nnc(-c3cccnc3)n2-c2ccccc2F)c(C)n1CC1CCCO1 (configuration not stated),-11,-3
C[C@@H]1CN([C@@H](C)CO)S(=O)(=O)c2ccc(Br)cc2O[C@@H]1CN(C)Cc1cccnc1,-11,-7
COc1ccc(S(=O)(=O)N2CCc3ccccc32)cc1C(=O)NCCc1ccccn1,4,-9
CCOC(=O)c1cnn(-c2ccccc2)c1-n1cccc1C(=O)C(=O)Nc1ccc(F)cc1,-5,4
Cc1cc2c(c(=O)n1CCc1ccccc1)C(C(C)C)C(C#N)=C(N)O2 (configuration not stated),-14,25
CCn1c(CCc2nc3ccccc3[nH]2)n[nH]c1=S,3,-9
CCN1C(=O)[C@H]2[C@H]3CN=C(SCc4ccccc4)N3[C@@](C)(C(=O)OC)[C@H]2C1=O,-3,7
CC(NC(=O)C1CCN(C(=O)Nc2ccccc2)CC1)c1ccccc1 (configuration not stated),5,-1
COC(=O)C1=C(C(=O)OC)C(c2ccc(OC)c(OC)c2)c2sc(=O)[nH]c2S1 (configuration not stated),9,3
CCOC(=O)c1c(C)[nH]c(C(=O)COC(=O)c2cccnc2Cl)c1C,-15,3
Nc1nccc(N2CCCCC2)n1,-4,0
O=S(=O)(N[C@H](CO)c1ccccc1)c1ccc(Br)cc1F,-14,1
Brc1cc2ccccc2[n+](Cc2ccccc2)c1,-1,-14
COc1ccc(/C=C/C(=O)OCC(=O)NC2CCCCCC2)cc1,-5,11
O=C(Nc1nc(-c2cccs2)cs1)C1=COCCO1,7,3
O=C(NCCc1ccc2c(c1)OCCO2)c1cc(S(=O)(=O)N2CCCC2)ccc1Br,-21,3

# As a short view, part of the list above.
SMILES,TAG inh,TAG inh DAPI viability
CCN1C(=O)[C@H]2[C@H]3CN=C(SCc4ccccc4)N3[C@@](C)(C(=O)OC)[C@H]2C1=O,-3,7
CC(NC(=O)C1CCN(C(=O)Nc2ccccc2)CC1)c1ccccc1 (configuration not stated),5,-1

# Next section.
SMILES,TAG inh,TAG inh DAPI viability
Cn1c(-c2ccccc2)cc(=O)cc1-c1ccccc1,19,-24
Cc1c(=O)n(OCc2ccc(Cl)cc2)c2ccccc2[n+]1[O-],-7,5
COc1ccccc1-c1cccc([C@@H]2C[C@H]3[C@H](CON3C)CN2C(=O)C(C)(C)C)c1,-12,4
O=C(COC(=O)C1CCN(S(=O)(=O)c2cc([N+](=O)[O-])ccc2Cl)CC1)Nc1ncc(Cl)cc1Cl,4,-9
Nn1cnnc1SC1CCCCC1NS(=O)(=O)c1ccccc1 (configuration not stated),0,-29
CCOC(=O)C1CCCN(S(=O)(=O)c2ccc(OC)c3ccccc23)C1 (configuration not stated),-1,-10
COc1cc(/C=C\C(=O)NCc2ccc3c(c2)cc(C)n3C)cc(OC)c1OC,10,-1
Cc1cccc(CN2CCSc3sccc3C2=O)c1,-2,14
COc1ccc(CN2CCN(S(=O)(=O)c3ccccc3)CC2)c(OC)c1,-17,-3
CCN(CC)C(=O)CSc1nc(COc2ccccc2)nc2ccccc12,-3,0

# Entries of single compounds, quoted from the list:
# Profile of Cc1c(=O)n(OCc2ccc(Cl)cc2)c2ccccc2[n+]1[O-] = TAG inh: -7; TAG inh DAPI viability: 5
# Profile of CCN(CC)C(=O)CSc1nc(COc2ccccc2)nc2ccccc12 = TAG inh: -3; TAG inh DAPI viability: 0

# Given as tab-separated lines: six of the compounds above.
structure	TAG inh	TAG inh DAPI viability
Cc1c(=O)n(OCc2ccc(Cl)cc2)c2ccccc2[n+]1[O-]	-7	5
COc1ccccc1-c1cccc([C@@H]2C[C@H]3[C@H](CON3C)CN2C(=O)C(C)(C)C)c1	-12	4
O=C(COC(=O)C1CCN(S(=O)(=O)c2cc([N+](=O)[O-])ccc2Cl)CC1)Nc1ncc(Cl)cc1Cl	4	-9
Nn1cnnc1SC1CCCCC1NS(=O)(=O)c1ccccc1 (configuration not stated)	0	-29
CCOC(=O)C1CCCN(S(=O)(=O)c2ccc(OC)c3ccccc23)C1 (configuration not stated)	-1	-10
COc1cc(/C=C\C(=O)NCc2ccc3c(c2)cc(C)n3C)cc(OC)c1OC	10	-1

# (listing goes on)
SMILES,TAG inh,TAG inh DAPI viability
O=C(CN1CCN(S(=O)(=O)c2ccccc2)CC1)Nc1cccc(C(F)(F)F)c1,-16,-1
CCN1C(=O)[C@H]2[C@@H](c3ccc(SC4CCCCC4)c(OC)c3)N3CCCC[C@@]3(C(=O)OC)[C@H]2C1=O,14,-3
S=c1nc(-c2ccccc2)[nH]c2ccc(Br)cc12,1,-4
COc1cc2ncnc(NCc3ccccc3)c2cc1OC,-6,1
COc1ccc2cc(OCC(=O)NNC(=O)Nc3ccc(F)cc3)ccc2c1,-3,6
Cc1nnc(SCC(=O)Nc2ccc3c(c2)OCO3)n(N)c1=O,-10,1
Nc1ncc2c(n1)-c1cc(Cl)ccc1SC2,-10,0
COc1ccccc1N(CC(=O)Nc1ccc(C(F)(F)F)cc1)S(C)(=O)=O,8,-16
O=C(c1cc2cc(Br)ccc2s1)N1CCOCC1,10,-10
CCC(C)(NC(=O)c1ccc2c(c1)OCO2)C(=O)NC1CCCCC1 (configuration not stated),-2,1

# Filtered by structure: the entries above with a cyano group.
SMILES,TAG inh,TAG inh DAPI viability
N#Cc1c(Sc2ncc(C(F)(F)F)cc2Cl)nsc1C/C=N\OCc1c(F)cccc1Cl,3,6
Cc1cc2c(c(=O)n1CCc1ccccc1)C(C(C)C)C(C#N)=C(N)O2 (configuration not stated),-14,25

# (listing goes on)
SMILES,TAG inh,TAG inh DAPI viability
Cc1nn(C)c(C)c1C(=O)NN,6,6
Fc1ccc(C(c2nnnn2C2CCCC2)N2CCN(Cc3ccncc3)CC2)cc1 (configuration not stated),-72,1
CC(=O)N1CCc2c(sc(NC(=O)c3ccc([N+](=O)[O-])o3)c2C#N)C1,84,-69
O=C(N/N=C/C=C/c1ccccc1)c1ccccn1,9,-4
O=C(NC(=S)Nc1ccc(CN2CCOCC2)cc1)c1ccc([N+](=O)[O-])cc1Cl,-6,1
O=C(Cc1ccc(F)cc1)N[C@@H]1c2ccccc2CC[C@@H]1O,4,-6
Cc1ccc(C2(CC(=O)N3CCCC3)CCOC(C(C)C)C2)cc1 (configuration not stated),2,-1
CSc1n[nH]c2nc3c(c(=O)n12)C1(CCCC1)Cc1ccccc1-3,3,2
COC(=O)c1sc(-c2ccc(C(C)(C)C)cc2)cc1NC(=O)CCC(=O)O,-9,5
O=C(Nc1ccc(S(=O)(=O)NC2=NCCCCC2)cc1)c1cccc(OC(F)F)c1,-7,-2
CCCCN1C(=O)C(CC(=O)NCc2cccc3ccccc23)CC(C(=O)N2CCOCC2)=C1C (configuration not stated),16,-10
